From PubChem
PrPC TRFRET – inhibitors of human cell surface prion protein PrPC, primary screen, cell-based, TR-FRET; TR-FRET read-out; inhibition, % at 13.8 µM; 370,000 tested, 0.43% active; AID 720596, 2013; in the data active means inhibition above about 24%; further: 0% = median of the test wells and 100% = reference compound wells
TcdB inh – TcdB glycohydrolase inhibitors, primary screen, biochemical, single point, plate reader | TcdB glycohydrolase enzymatic assay | inhibition, % at 9.99 µM | 350,000 tested, 0.24% active; in the data active means inhibition above about 10%
CCHF vOTU inh – CCHFV vOTU protease inhibitors, primary screen, biochemical, Pep-AMC substrate, fluorescence | Crimean-Congo hemorrhagic fever virus L polyprotein viral ovarian tumor (vOTU) protease … | inhibition, % at 11.5 µM | 370,000 tested, 0.55% active; in the data active means inhibition above about 30%; further: 0% = vehicle wells with enzyme and 100% = no enzyme wells
Numbers without * were called inactive. Only part of the results is shown; rates above refer to the full screens.

SMILES | PrPC TRFRET | TcdB inh | CCHF vOTU inh
C[C@H](O)[C@@H]1CN2CCc3c([nH]c4ccccc34)[C@@H]2C[C@@H]1N(C)C(=S)NCCc1ccccc1 | -18 | 1.8 | -41
C=CCNC(=S)N1C[C@H]2CON(C)[C@H]2C[C@H]1c1ccccc1Br | 6 | 1.6 | -7
COc1ccc(-n2nnnc2C(c2cccs2)N2CCC(n3c(=O)[nH]c4ccccc43)CC2)cc1 (stereo unspecified) | -7 | 0.1 | -1
CC(C)CCN1C(=O)c2ccccc2C1c1nnnn1-c1ccc2c(c1)OCCO2 (stereo unspecified) | 9 | 3.1 | 0
COc1ccccc1CCn1cnc(-c2ccc(OC)c(OC)c2)c1C(C)C | 2 | 1.7 | 22
COC(=O)C1=C(C)N(C)C(=NCc2cccc(C(F)(F)F)c2)NC1c1ccccc1C(F)(F)F (stereo unspecified) | 1 | 0.7 | 13
CCOC(=O)[C@]12CCCC=C1N(Cc1ccc3c(c1)OCO3)C(=O)[C@H](CC(=O)NCc1cccc(C(F)(F)F)c1)C2 | 14 | 1.3 | 21
CCOc1ccc(CCN2C(=S)N([C@@H](Cc3ccccc3)CN3CCCC3CN3C(=S)NC[C@@H]3Cc3ccccc3)C[C@@H]2Cc2ccc(O)cc2)cc1 (stereo partly specified) | 6 | -1.8 | 30*
CCCN(C)C1CN(Cc2cn(Cc3ccc(C)cc3)nn2)S(=O)(=O)C1 (stereo unspecified) | 3 | 0.4 | -1
Cc1ccc(Cc2c(-c3cccc(Cl)c3)nc3ccc(C)cn23)cc1 | 5 | 1.3 | 9
COC(=O)CCCn1cc(CN2CC(N3CCN(CCN(C)C)CC3)CS2(=O)=O)nn1 (stereo unspecified) | -4 | -1.7 | 15
COc1ccccc1CNC(=O)C[C@H]1CC[C@H]2[C@H](COc3ccc(NS(=O)(=O)c4ccc(C)cc4)cc3C(=O)N2C)O1 | -7 | 0.7 | -4
CCOC(=O)[C@]12CCC=C1N(Cc1cccc3ccccc13)C(=O)[C@H](CC(=O)N1CCCC1)C2 | -1 | 3.1 | 9
CC1=C(C(=O)N2CCOCC2)CC(CC(=O)NCc2cccc3ccccc23)C(=O)N1Cc1ccc(C(C)(C)C)cc1 (stereo unspecified) | -2 | 2.6 | 7
COc1ccc(-c2ccc3c(c2)CN(CC(C)C)Cc2cnnn2-3)cc1 | 0 | 2.5 | 2
C[C@@H]1C=CCCO[C@]12C(=O)N(Cc1ccc(Br)cc1)c1ccccc12 | 5 | 2.0 | 23
CCOC1=C2CN(S(=O)(=O)c3ccc(C)cc3)CC[C@@H]2N(S(=O)(=O)c2ccc(C)cc2)[C@H](c2ccccc2)C1 | -4 | 0.7 | 11
Nc1[nH]c(C(=O)c2ccccc2)c(-c2ccncc2)c1C(=O)NCCc1c[nH]c2ccccc12 | 5 | 1.5 | 0
CCNc1ccccc1 | -1 | 0.3 | 2
CSc1ccc(-c2ccc3c(c2)c(Sc2ccccc2)c(-c2ccccc2)n3C)cc1 | -2 | -0.9 | 7

Rewritten as tab-separated lines: entries from further up.
SMILES	PrPC TRFRET	TcdB inh	CCHF vOTU inh
C[C@H](O)[C@@H]1CN2CCc3c([nH]c4ccccc34)[C@@H]2C[C@@H]1N(C)C(=S)NCCc1ccccc1	-18	1.8	-41
C=CCNC(=S)N1C[C@H]2CON(C)[C@H]2C[C@H]1c1ccccc1Br	6	1.6	-7
COc1ccc(-n2nnnc2C(c2cccs2)N2CCC(n3c(=O)[nH]c4ccccc43)CC2)cc1 (stereo unspecified)	-7	0.1	-1
CC(C)CCN1C(=O)c2ccccc2C1c1nnnn1-c1ccc2c(c1)OCCO2 (stereo unspecified)	9	3.1	0
COc1ccccc1CCn1cnc(-c2ccc(OC)c(OC)c2)c1C(C)C	2	1.7	22
COC(=O)C1=C(C)N(C)C(=NCc2cccc(C(F)(F)F)c2)NC1c1ccccc1C(F)(F)F (stereo unspecified)	1	0.7	13
CCOC(=O)[C@]12CCCC=C1N(Cc1ccc3c(c1)OCO3)C(=O)[C@H](CC(=O)NCc1cccc(C(F)(F)F)c1)C2	14	1.3	21
CCOc1ccc(CCN2C(=S)N([C@@H](Cc3ccccc3)CN3CCCC3CN3C(=S)NC[C@@H]3Cc3ccccc3)C[C@@H]2Cc2ccc(O)cc2)cc1 (stereo partly specified)	6	-1.8	30*
CCCN(C)C1CN(Cc2cn(Cc3ccc(C)cc3)nn2)S(=O)(=O)C1 (stereo unspecified)	3	0.4	-1
Cc1ccc(Cc2c(-c3cccc(Cl)c3)nc3ccc(C)cn23)cc1	5	1.3	9
COC(=O)CCCn1cc(CN2CC(N3CCN(CCN(C)C)CC3)CS2(=O)=O)nn1 (stereo unspecified)	-4	-1.7	15
COc1ccccc1CNC(=O)C[C@H]1CC[C@H]2[C@H](COc3ccc(NS(=O)(=O)c4ccc(C)cc4)cc3C(=O)N2C)O1	-7	0.7	-4
CCOC(=O)[C@]12CCC=C1N(Cc1cccc3ccccc13)C(=O)[C@H](CC(=O)N1CCCC1)C2	-1	3.1	9

The results go on.
SMILES | PrPC TRFRET | TcdB inh | CCHF vOTU inh
COC(=O)[C@]12C[C@H](CC(=O)NCC3CCCCC3)C(=O)N(Cc3ccc4c(c3)OCO4)C1=C[C@H](C(C)(C)C)O[C@@H]2C | -4 | 0.5 | 19
CCCCCCCCN1C(=O)[C@@H](CC(=O)N2CCC(c3ccccc3)CC2)C[C@@]2(C(=O)OC)C1=C[C@H](C1CCCC1)O[C@@H]2C | 6 | 0.6 | -2
Oc1ccc(C[C@H]2CN([C@@H](Cc3ccccc3)CN3CCCC3CN3C(=S)NC[C@@H]3Cc3ccccc3)C(=S)N2CC2CCCCC2)cc1 (stereo partly specified) | 7 | -0.8 | 17
CCOC(=O)C1=CCN(S(=O)(=O)c2ccc(C)cc2)C1c1ccc(C(C)C)cc1 (stereo unspecified) | 9 | 1.3 | 6
O=C(CCc1c[nH]c2ccccc12)Nc1ccc(Oc2cccnc2)cc1 | 11 | 1.0 | -4
CCOC(=O)C1=C[C@@H](C(C)(C)C)N(S(=O)(=O)c2ccc([N+](=O)[O-])cc2)[C@H]1c1ccccc1 | 17 | 0.2 | 6
O=C(Nc1cccnc1)c1ccc(CSc2ccc(Cl)cc2)o1 | 9 | -0.3 | -4
O=C(N[C@@H](Cc1ccccc1)c1nc2ccccc2[nH]1)c1ccc([N+](=O)[O-])cc1 | -10 | -0.6 | -12
CC1(C(=O)Nc2ccc3c(c2)OCCO3)CN(S(C)(=O)=O)CC(=O)N1C1CCCCCC1 (stereo unspecified) | -9 | 0.9 | 10
O=C(/C=C/[C@H]1O[C@@H](n2ccc(=O)[nH]c2=O)[C@H](O)[C@@H]1O)NCCN1CCCC1 | 3 | 2.7 | 1
COc1cccc(C(c2nnnn2-c2ccc3c(c2)OCCO3)N2CCC3(CC2)C(=O)NCN3c2ccccc2)c1OC (stereo unspecified) | -10 | -0.6 | 4
COc1ccc(C(c2nnnn2C2CCCC2)N2CCC3(CC2)C(=O)NCN3c2ccccc2)cc1 (stereo unspecified) | 8 | 0.8 | 10
O=C1CCCCC(=O)[C@H](O)C[C@H](COCc2ccccc2)O1 | 7 | 0.5 | 7
COC(=O)[C@@]1(Cc2ccc(F)cc2)[C@H]2c3cc(C(=O)N(C)C)n(Cc4cc(F)cc5c4OCOC5)c3C[C@H]2CN1C(=O)c1ccccc1 | -6 | 1.0 | 4
C[C@@H]1OC(C2CCCCC2)N(C)[C@H]2C[C@H]3c4[nH]c5c(-c6ccccc6)cccc5c4CCN3C(=O)[C@@H]12 (stereo partly specified) | -11 | 2.2 | -18
O=C(NCc1ccccc1)C(C1CC1)n1c(=O)c(-c2ccco2)nc2ccccc21 (stereo unspecified) | 4 | 0.9 | -44
CC1=C(C(=O)N(C)C)CC(CC(=O)NCc2cccc3ccccc23)C(=O)N1Cc1ccc(F)cc1 (stereo unspecified) | -7 | 1.2 | 6
COc1ccc(OC)c(CN2C(=O)c3ccccc3C2c2nnnn2-c2ccc3c(c2)OCCO3)c1 (stereo unspecified) | 4 | 0.3 | 13
COc1cccc(C=NN(C)c2c([N+](=O)[O-])cc(C(F)(F)F)cc2[N+](=O)[O-])c1O | -22 | 0.4 | 10
Cc1ccc(Cc2c(-c3cccc(Br)c3)nc3c(Cl)cc(C(F)(F)F)cn23)cc1 | 9 | 1.6 | 13
O=C(C[n+]1ccc(C(=O)NCc2ccccc2)cc1)c1ccc(F)cc1 | -8 | 2.2 | 17
CCOc1cc(OCC)cc(C(=O)N2CCC[C@@H]2C(=O)N2CCC[C@@H]2C(=O)NCc2ccccc2Cl)c1 | 0 | -0.4 | -1
CCCCOCCCNC(=O)C[C@H]1C[C@@]2(C(=O)OC)C(=C[C@H](COCc3ccccc3)O[C@@H]2C)N(Cc2ccc3c(c2)OCO3)C1=O | -1 | -0.1 | 14
O=S1(=O)N[C@@H](Cc2ccccc2)COc2cc(N3CCOCC3)ccc21 | -5 | 0.8 | -4
O=C1NC[C@H](CCCCN2C[C@H](Cc3ccc(O)cc3)N(CC3CCCCC3)C(=O)C2=O)N(CCC2CCCCC2)C1=O | 23 | -0.1 | 15
C[C@H](NC(=O)CC[C@H]1O[C@@H](n2ccc(=O)[nH]c2=O)[C@H](O)[C@@H]1O)C(=O)O | -2 | -1.2 | -2
CC1=C(C(=O)N(C)C)CC(CC(=O)NCC2CCCCC2)C(=O)N1Cc1ccc(F)cc1 (stereo unspecified) | -5 | 0.9 | -6
COc1ccccc1N1CCN(c2ncnc3n[nH]c(Br)c23)CC1 | 12 | -0.3 | 20
CCCCOCC1CN(Cc2ccccc2OC)S(=O)(=O)c2cc(Cl)ccc2O1 (stereo unspecified) | 1 | -7.9 | 4
CS(=O)(=O)c1ccc(S(=O)(=O)NCC2CCN(C(=O)C(=O)c3cc4ccccc4o3)CC2)cc1 | -11 | 0.5 | -3
COc1cccc(Cn2c(Cn3c(-c4cnccn4)nc4ccccc43)nc3ccccc32)c1 | 0 | -0.5 | 10
COC(=O)c1ccc2nc(-c3ccco3)c(Cc3ccsc3)n2c1 | -2 | -0.7 | 2
CCOC(=O)[C@]12CCC=C1N(Cc1ccccc1)C(=O)[C@H](CC(=O)NCC13CC4CC(CC(C4)C1)C3)C2 | 1 | 1.6 | 17
CCC1OC(C(C)C)Cc2[nH][nH]c(=O)c21 (stereo unspecified) | -6 | 1.2 | -2
CC(C)C[C@H]1CNC(=O)C(=O)N1C[C@@H]1CCCN1C[C@H](Cc1ccccc1)N1C[C@H](CC(C)C)N(CC2CCCCC2)C(=O)C1=O | -6 | 3.3 | 10
CC(C)n1nnnc1C1c2ccccc2C(=O)N1CCc1ccccc1F (stereo unspecified) | -14 | 1.8 | 8
COc1ccc(C2CC(=O)C(c3ccccc3C)=CN2Cc2ccccc2)cc1 (stereo unspecified) | -6 | 1.5 | 13
COC(=O)[C@]12CCCCC=C1N(Cc1ccccc1)C(=O)[C@H](CC(=O)NCCCCc1ccccc1)C2 | 2 | 0.6 | 11
COC(=O)[C@]12C[C@H](CC(=O)N3CCC(c4ccccc4)CC3)C(=O)N(CCC3=CCCCC3)C1=C[C@H](COCc1ccccc1)O[C@@H]2C | 3 | 2.4 | 17
O=C1Nc2ccccc2-n2nnnc2C1N1CCCN(Cc2ccc(F)cc2)CC1 (stereo unspecified) | -11 | -0.1 | 10
CC(C)c1ccc([C@@H]2O[C@H](C)CC3=C2C(=O)OC(C)(C)O3)cc1 | 4 | 0.0 | 2
CCOC(=O)[C@]12CCCC=C1N(Cc1ccco1)C(=O)[C@H](CC(=O)N1CCCCC1)C2 | -2 | 0.3 | -4
Clc1cccc(N2Cc3cc(-c4ccccc4)ccc3-n3nncc3C2)c1 | 3 | 0.6 | 4
COCc1[nH]nc2c1C(c1ccccc1)N(Cc1ccccc1)C2=O (stereo unspecified) | 1 | 1.7 | 10
Cc1nc2ccccc2n1C(C)c1nc2ccccc2n1CC(=O)c1ccsc1 (stereo unspecified) | 3 | 0.2 | -5
Cc1cc(N2CCN(C(C(=O)NC3CCCC3)c3ccc(F)cc3)CC2)c2ccccc2n1 (stereo unspecified) | -9 | 1.2 | 25
Cc1cc(N2CCN(C(=O)OC(C)(C)C)C[C@H]2C)ccc1Br | 4 | -3.3 | 6
CCCCCCCCN1C(=O)[C@H](CC(=O)NCCc2ccccc2OC)C[C@@]2(C(=O)OC)CC(C)(C)CC=C12 | 10 | 0.8 | 9
O=C1NC[C@H](CCCCN2C[C@H](Cc3ccc(O)cc3)N(CCC3CCCCC3)C(=O)C2=O)N(CCc2ccccc2)C1=O | 2 | 1.4 | 12
COc1ccc(C2=Cc3ccccc3C(CC(=O)C3CC3)N2c2ccc(C#CCCO)cc2)cc1 (stereo unspecified) | -4 | -0.8 | 8
COC(=O)C1=C(C)N(C)C(=NCc2ccc3c(c2)OCO3)NC1c1cccc(Cl)c1 (stereo unspecified) | -3 | 1.7 | 2
COCCCn1cc(CN2CC(N3CCN(C4CCN(C)CC4)CC3)CS2(=O)=O)nn1 (stereo unspecified) | 10 | 1.7 | 6
COC(=O)C[C@H]1C=C[C@H](NC(=O)Cc2ccccc2)[C@@H](CO)O1 | -8 | 1.2 | 0
Cc1cn([C@H]2C[C@H](O)[C@@H](/C=C/C(=O)NCCN3CCOCC3)O2)c(=O)[nH]c1=O | -5 | 0.5 | 2
C[C@H](NC(=O)[C@@H]1CCCN1C(=O)[C@@H]1CCCN1C(=O)c1ccccc1)c1ccccc1 | 3 | 6.5 | 7
CN(C)CCN(C)C1CN(C2CCCC2)S(=O)(=O)C1 (stereo unspecified) | -3 | -0.4 | 1
